Tb MetRS inh: Trypanosoma brucei MetRS inhibition; purified T. brucei MetRS, ATP depletion, Kinase-Glo luminescence; inhibition, % at 11.9 µM; 360,000 compounds, 0.4% hits; AID 624268;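 active = inhibition above a per-plate cutoff of the control wells' mean inhibition plus 3 SD, cut at about 5.5% in these data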;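 also: 0% = DMSO wells median and 100% = median of wells with control inhibitor compound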
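Test system – parasite MetRS enzyme · Reagent – substrates ATP, L-methionine and bulk Escherichia coli tRNA · Doses – 11.9 µM compound single dose, 0.9% DMSO · Times – 15 min enzyme-compound preincubation, 2 h reaction, 10 min detection, 25 °C · Signal – Kinase-Glo luminescence, ATP depletion format · Controls – DMSO-only wells as low control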
DNMT1 block: inhibitors of human DNMT1 | inhibition (reported as % activation of signal), % at 10 µM | AID 588458 | 360,000 compounds, 0.83% hits | DNMT1 molecular beacon, Hinp1I cleavage, fluorescence | P26358; in the data active = inhibition above about 50%
NadD block: blocks S. aureus nicotinate mononucleotide adenylyltransferase; 360,000 compounds, 0.78% hits; AID 602399; purified NadD enzyme, colorimetric absorbance read-out; inhibition, % at 20 µM; in the data active = inhibition above about 26%; also: some compounds past the cut are filed as inactive
Neddyl block: blocks human cullin neddylation. P61081+Q13564. calls only at 25 µM. 360,000 compounds, 0.58% hits. AID 651699. TR-FRET cullin neddylation, biochemical; in the data active = inhibition above about 36%
SKN-1 inh: C. elegans SKN-1 inhibition | C. elegans VP596 Pgst-4::GFP/RFP ratio, acrylamide-induced, 24 h | inhibition, % at 21.8 µM | 360,000 compounds, 0.49% hits | AID 624304;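 active = interference check ratio from 0.5 to 1.5 plus GFP to RFP signal ratio inhibition reaching or exceeding a fixed threshold, cut at about 30% in these data, passing the limit was not always enough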; also: some compounds called inactive have numbers as strong as hits
LMPTP inh: blocks human LMPTP phosphatase | inhibition, % at 20 µM | P24666 | 360,000 compounds, 0.22% hits | recombinant LMPTP-A, OMFP fluorogenic substrate, fluorescence intensity | AID 651560;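 active = compounds that cut the enzyme signal by at least half of the control window in the single-dose screen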;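 also: plate controls were DMSO wells with enzyme plus substrate for no effect and substrate without enzyme for full effect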
Target sequence (P24666 whole entry, looked up): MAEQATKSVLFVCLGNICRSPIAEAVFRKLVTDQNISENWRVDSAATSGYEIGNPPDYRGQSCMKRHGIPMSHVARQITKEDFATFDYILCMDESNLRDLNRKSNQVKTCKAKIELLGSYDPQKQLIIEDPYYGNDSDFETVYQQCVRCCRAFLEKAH
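Buffer or medium: Bis-Tris pH 6.0, DTT, detergent; Assay system: LMPTP-A enzyme; Quantity: 0.625 nM enzyme; Detection: endpoint fluorescence intensity; Times: 50 min dark incubation at room temperature; Controls: substrate-only low control, DMSO enzyme-plus-substrate high control; Doses: single 20 µM dose; Read-out: percent inhibition versus substrate-only and uninhibited controls; Reagent: 400 µM OMFP.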
STEP block: inhibitors of human striatal-enriched phosphatase STEP; inhibition, % at 20 µM; 360,000 compounds, 0.25% hits; recombinant STEP, OMFP fluorogenic substrate, fluorescence;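 active = inhibition at 20 µM, scaled per plate between control wells, above about 37%, limit read from the data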;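 also: 0% = DMSO with enzyme and substrate and 100% = substrate only without enzyme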
Target sequence (P54829 whole entry, looked up): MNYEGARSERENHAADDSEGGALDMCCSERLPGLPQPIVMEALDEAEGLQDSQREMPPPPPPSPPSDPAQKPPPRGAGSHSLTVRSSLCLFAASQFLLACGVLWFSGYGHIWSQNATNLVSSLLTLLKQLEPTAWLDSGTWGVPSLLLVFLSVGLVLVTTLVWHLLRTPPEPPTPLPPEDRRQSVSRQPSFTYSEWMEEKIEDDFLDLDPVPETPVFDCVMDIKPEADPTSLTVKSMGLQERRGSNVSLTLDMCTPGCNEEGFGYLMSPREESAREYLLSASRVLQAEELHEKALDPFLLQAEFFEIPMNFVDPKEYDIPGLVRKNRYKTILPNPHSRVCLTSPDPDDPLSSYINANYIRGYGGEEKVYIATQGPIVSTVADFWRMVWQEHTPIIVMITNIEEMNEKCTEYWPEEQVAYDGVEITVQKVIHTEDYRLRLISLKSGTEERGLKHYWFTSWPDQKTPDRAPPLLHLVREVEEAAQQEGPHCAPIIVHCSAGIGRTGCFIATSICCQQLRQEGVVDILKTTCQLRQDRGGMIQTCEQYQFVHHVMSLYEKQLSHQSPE
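System: STEP phosphatase, cell-free reaction; Buffer or medium: Bis-Tris pH 6.0 buffer with DTT, detergent; Incubation: 20 min at room temperature, dark; Measured by: fluorescence, 480/540 nm.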
NRP1-CendR mod: NRP-1/CendR interaction modulation; FAM-RPARPAR peptide binding to NRP-1, fluorescence polarization; O14786; AID 602438; inhibition, % at 25 µM; 360,000 compounds, 0.85% hits;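 active = inhibition or corrected inhibition above about 18%, plus a signal ratio from 0.5 to 1.5, limit read from the data, passing the limit was not always enough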; also: strong numbers were not always called active
Scp-1 inhibitor: inhibitors of human Scp-1 phosphatase. Q9GZU7. Recombinant Scp1, phosphopeptide, malachite green phosphate absorbance. inhibition, % at 20 µM. 340,000 compounds, 0.88% hits. AID 493091;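 active = inhibition above about 50% at 20 µM, limit read from the data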;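 also: plate controls were DMSO wells with enzyme for no effect and wells lacking enzyme for full effect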
Target sequence (Q9GZU7 76-261 limits assumed): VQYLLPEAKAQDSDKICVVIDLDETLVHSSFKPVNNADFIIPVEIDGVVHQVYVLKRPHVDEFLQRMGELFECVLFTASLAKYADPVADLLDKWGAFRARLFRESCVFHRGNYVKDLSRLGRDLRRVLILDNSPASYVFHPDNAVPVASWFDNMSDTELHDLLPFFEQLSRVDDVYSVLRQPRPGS
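Test system – truncated SCP-1 phosphatase (76-261aa) · Reagent – Phosphorylated 17-residue peptide substrate · Incubation – 45 min room-temperature reaction, 5 min colour, 30 min stabiliser · Detection – colorimetric phosphate reagent with accelerator and stabiliser, absorbance at 630 nm · Measure – % inhibition at 20 µM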
SUMO1 PPI mod: alters human SUMO1 binding to SIM partners. AID 602429. 360,000 compounds, 0.33% hits. SUMO1 binding to a labelled peptide, TR-FRET, 1 h. P63165. inhibition, % at 20 µM; in the data active = inhibition above about 37%
Target sequence (P63165 whole entry, looked up): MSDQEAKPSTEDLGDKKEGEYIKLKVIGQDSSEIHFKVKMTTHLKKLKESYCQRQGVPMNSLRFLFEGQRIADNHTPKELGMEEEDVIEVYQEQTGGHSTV
An asterisk follows results filed as active; i = inactive; . = no result given.

SMILES | Tb MetRS inh | DNMT1 block | NadD block | Neddyl block | SKN-1 inh | LMPTP inh | STEP block | NRP1-CendR mod | Scp-1 inhibitor | SUMO1 PPI mod
Cc1cccc(N2CC(C(=O)O)CC2=O)c1 (centres undefined) | 0.1 | -1 | 5 | i | 2 | -0.2 | 1 | -13 | -7 | -2
O=C(CN1CCCCCCC1)NC(=O)NC1CCCCC1 | -0.6 | -2 | 0 | i | 10 | 1.0 | -1 | 3 | 2 | 1
CC(c1ccccc1)C1C(C#N)=C(N)SC(N)=C1C#N (centres undefined) | 0.0 | 1 | 1 | i | -1 | -0.2 | 0 | -6 | -10 | -3
COC(=O)NC(NC(=S)Nc1ccccc1OC)C(Cl)(Cl)Cl (centres undefined) | -0.6 | 5 | -2 | i | 3 | -2.3 | 0 | -19 | -2 | 2
CCOC1(OCC)N=C(N)C2(C#N)C(c3cccc(C)c3)C12C#N (centres undefined) | 0.6 | 0 | -1 | i | -9 | -4.4 | -4 | 5 | -8 | -6
COc1ccc(CCN=C(C)C2=C(O)C(c3ccccc3)OC2=O)cc1OC (centres undefined) | 0.1 | 0 | -4 | i | -5 | -0.8 | 1 | -11 | -15 | 0
CCCCN(C(=O)CSc1nc(CCC)cc(=O)[nH]1)c1c(N)n(Cc2ccccc2)c(=O)[nH]c1=O | -0.5 | 1 | 5 | i | 4 | -0.4 | 2 | -10 | -4 | 1
Cc1ccc(Cn2c(SCC(=O)N3CC(=O)Nc4ccccc43)nc3ccccc3c2=O)cc1 | -0.2 | -10 | 20 | i | 18 | 1.4 | 5 | -8 | -9 | 14
CN1CCOCCOCCOCCN(C)C1=S | -0.3 | -3 | -2 | i | -3 | 0.3 | -1 | 3 | 3 | 1
CCN(c1ccccc1)S(=O)(=O)c1ccc(C(=O)N(C)Cc2cccs2)cc1 | 0.0 | 1 | -1 | i | -1 | 1.4 | -3 | -2 | -11 | 3
O=C(CCN1C(=O)S/C(=C\c2ccccc2)C1=O)NC1CCS(=O)(=O)C1 (centres undefined) | -0.2 | -2 | 3 | i | 3 | -1.2 | -2 | 8 | -5 | -28
O=C(NC1CCCCC1)C(c1cccs1)N(CCCN1CCOCC1)C(=O)c1ccc(-c2ccccc2)[nH]1 (centres undefined) | -0.4 | -4 | 2 | i | -1 | -7.8 | -1 | -1 | -1 | -3
Cc1cc(C)cc(C(=O)N2CCC(CCC(=O)NC3CC3)CC2)c1 | -0.1 | 4 | 4 | i | -16 | 0.7 | -1 | 0 | 2 | 4
CCN(CC)C(=O)c1cc2cc([N+](=O)[O-])ccc2s1 | 0.1 | 9 | 1 | i | 17 | -0.9 | -3 | 12 | -2 | -22
Cc1ccnc(NC(=O)c2cccc(OC(F)F)c2)n1 | -0.9 | 0 | -3 | i | 6 | -1.3 | -1 | -6 | 4 | 0
COc1ccccc1N1CCN(CCC(=O)Nc2ccc3c(c2)OCO3)CC1 | 0.4 | -3 | -8 | i | 48* | -2.0 | 1 | 4 | 0 | -1
CCN(C#N)c1nc(NC(C)C)nc(NC(C)C)n1 | -1.3 | 3 | -4 | i | 13 | -0.8 | -6 | -2 | 0 | 3
COC(=O)[C@@]12C[C@@H](CC(=O)NCc3cccc4ccccc34)C(=O)N(Cc3ccco3)C1=CCC(C)(C)C2 | -0.7 | . | . | i | -2 | 3.1 | . | 4 | . | 1
Cn1c(SCc2ccccc2)nnc1-c1cccs1 | -0.4 | 2 | -5 | i | 1 | -3.0 | -21 | 17 | 1 | -2
O=C(c1ccc(COc2ccccc2Br)o1)N1N=C(C(F)F)CC1(O)C(F)F (centres undefined) | 0.3 | -5 | -4 | i | 5 | 2.1 | -1 | 2 | -8 | 0
OCCNc1ncnc2c1ncn2[C@H]1CN(C2CCCC2)C[C@@H](CO)O1 | -0.5 | 7 | 0 | i | 10 | -2.3 | -2 | -10 | . | -2
CCOC(=O)N1CCN(C(=O)CSc2nc(C)nc3c2c(=O)n(C)c(=O)n3C)CC1 | -0.1 | 2 | -1 | i | -2 | -0.3 | 0 | -2 | -1 | 4
COc1ccc(CNC(=O)COC(=O)CC(NC(N)=O)c2ccc(Cl)cc2)cc1OC (centres undefined) | -0.2 | 2 | -4 | i | 4 | -1.2 | -2 | 5 | -9 | 4
COc1ccc2cc(S(=O)(=O)n3cnc(C)c3)ccc2c1 | 0.5 | 1 | -5 | i | -10 | -1.7 | 0 | -6 | -8 | -4
COCCN(C(=O)CNC(=O)c1cccs1)C(C(=O)NC(C)(C)C)c1ccccc1 (centres undefined) | 0.1 | -1 | 5 | i | 1 | -1.6 | -2 | -1 | -4 | -2
Cc1cc(C)cc(C(=O)NC(CC(N)=O)c2ccc(NC3CCCC3)c([N+](=O)[O-])c2)c1 (centres undefined) | 0.6 | -5 | -3 | i | -1 | 0.9 | 2 | -17 | -9 | -7
CN(C)c1ccc(-c2noc(C3CCN(C(=O)Nc4ccc(Cl)cc4)CC3)n2)cc1 | -0.3 | -3 | 1 | i | -15 | 1.5 | -2 | 12 | -4 | 2
O=C(Nc1ccccc1)Nc1ccccn1 | 0.0 | 0 | 1 | i | 21 | -0.1 | 0 | 14 | -3 | 0
COC(=O)c1ccc(NC(=O)CN(c2ccc(C)cc2)S(=O)(=O)c2c(C)nn(C)c2C)cc1 | -0.7 | -7 | -4 | i | 11 | -1.2 | 1 | 10 | -13 | -4
Cc1ccc(-n2nnc3ccccc3c2=O)cc1C | -0.5 | 1 | 3 | i | 12 | 0.2 | -2 | 8 | -5 | -10

An excerpt from above in order of the DNMT1 block value, low to high:
SMILES | Tb MetRS inh | DNMT1 block | NadD block | Neddyl block | SKN-1 inh | LMPTP inh | STEP block | NRP1-CendR mod | Scp-1 inhibitor | SUMO1 PPI mod
CN(C)c1ccc(-c2noc(C3CCN(C(=O)Nc4ccc(Cl)cc4)CC3)n2)cc1 | -0.3 | -3 | 1 | i | -15 | 1.5 | -2 | 12 | -4 | 2
COCCN(C(=O)CNC(=O)c1cccs1)C(C(=O)NC(C)(C)C)c1ccccc1 (centres undefined) | 0.1 | -1 | 5 | i | 1 | -1.6 | -2 | -1 | -4 | -2
O=C(Nc1ccccc1)Nc1ccccn1 | 0.0 | 0 | 1 | i | 21 | -0.1 | 0 | 14 | -3 | 0

Continued:
SMILES | Tb MetRS inh | DNMT1 block | NadD block | Neddyl block | SKN-1 inh | LMPTP inh | STEP block | NRP1-CendR mod | Scp-1 inhibitor | SUMO1 PPI mod
Nc1ccc2nc3c(=O)[nH]c(=S)[nH]c3nc2c1 | 1.2 | 129* | 70* | i | 23 | 85* | 10 | 132 | 78* | 93*
O=C(CN1C(=O)/C(=C\C=C\c2ccccc2)SC1=S)Nc1ccc(F)cc1 | -0.3 | -11 | 14 | i | 19 | -1.8 | 0 | -50 | -8 | -5
Cc1ccccc1C(=O)NNC(=O)CCC(=O)Nc1cccc(Cl)c1C | -1.4 | 8 | 0 | i | 27 | -0.5 | 0 | -11 | 3 | 0
COc1cccc(NC(=O)C(OC(=O)c2ccccc2NS(=O)(=O)c2cccs2)c2ccccc2)c1 (centres undefined) | -0.5 | -8 | 7 | i | 1 | 1.5 | -3 | 0 | -9 | 1
CC1CN(c2ccc(NC(=S)Nc3ccc(N4CC(C)OC(C)C4)cc3)cc2)CC(C)O1 (centres undefined) | -0.2 | 1 | 4 | i | 2 | 0.3 | 2 | -7 | -15 | 4
CSc1ccc(C2C(C#N)=C(N)Oc3cc4c(cc32)OCO4)cc1 (centres undefined) | 0.4 | -12 | 1 | i | -3 | 0.5 | 0 | 0 | -5 | -22
CCOc1cccc(CNCCCSc2ncccn2)c1 | -1.5 | 1 | -8 | i | -2 | -1.2 | -4 | -68 | 1 | 2
O=C(COC(=O)c1ccc([N+](=O)[O-])cc1)NCCC1=CCCCC1 | -0.3 | 0 | 1 | i | -2 | -0.3 | -2 | -6 | -5 | -22
C[C@]12c3[nH]c4ccc(Cl)cc4c3CCN1C(=O)[C@@H](CC(=O)NCCc1ccccn1)C[C@@H]2C(=O)N1CCOCC1 | -0.2 | 0 | 1 | i | -9 | -3.5 | 1 | -1 | -1 | 6
Fc1ccc(-c2nc3c(-c4ccc(Cl)cc4)cnn3cc2CCN2CCOCC2)cc1 | -0.6 | 17 | -11 | i | 11 | 0.1 | 1 | -13 | -17 | -3
N#CC1(NC(=O)COC(=O)C23CC4CC(CC(O)(C4)C2)C3)CCCCC1 | -0.5 | 1 | -7 | i | 12 | -0.7 | -3 | 9 | -5 | -2
COc1ccc(CCNC(=O)CSc2nnc3ccc(-c4ccccn4)nn23)cc1OC | -0.4 | 2 | -3 | i | 2 | -0.1 | 0 | -12 | -9 | -22
CCCCN1CC(C)(C)[C@H](CC(=O)Nc2ccccc2)C1=O | -1.3 | 5 | 6 | i | 6 | -2.7 | 2 | -12 | . | 2
Cc1cccc(-n2c(CNC(=O)c3ccc(S(=O)(=O)N4CCCCC4)cc3)n[nH]c2=S)c1 | -0.5 | 0 | -8 | i | 6 | 0.3 | 1 | 11 | -6 | 2
Cc1ccc2c(O)c(C)c(=O)[nH]c2n1 | -0.1 | -1 | -5 | i | 3 | -1.3 | 0 | -4 | -7 | -3
O=C1CCC(=O)N1CCc1c[nH]c2ccccc12 | -0.9 | 0 | 1 | i | 30 | -2.5 | -2 | -6 | -2 | -2
CC(=O)Nc1ccc(C(=O)OCc2ccccc2Br)cc1 | -0.1 | -4 | -7 | i | 8 | 2.9 | 3 | -8 | -13 | 8
CC(C)c1ccc(N(CC(=O)O)S(=O)(=O)c2cccnc2)cc1 | 0.1 | 0 | -3 | i | -2 | -1.2 | -1 | -13 | 0 | 2
O=C1CC(Cc2ccc(Cl)cc2)C(=O)N1c1cc(Cl)ccn1 (centres undefined) | -0.8 | 2 | -5 | i | 7 | 0.3 | 0 | -4 | -21 | 1
O=C(/C=C/c1ccc(Cl)cc1Cl)c1nc2ccccc2[nH]1 | -0.5 | 6 | 13 | i | -19 | 0.7 | -7 | -2 | 5 | -3
Cc1ccc(S(=O)(=O)N2CCCOC2CNC(=O)C(=O)NCCc2c[nH]c3ccccc23)cc1 (centres undefined) | -0.6 | -9 | 1 | i | -8 | 0.9 | 1 | 5 | -2 | -4
CCOc1ccc(N(CC(=O)NC2CC2)S(=O)(=O)c2ccc(C)cc2)cc1 | -0.2 | 3 | -11 | i | 8 | -0.4 | -1 | -6 | 2 | 2
CC(C)c1ccc(/C=C/C(=O)NCCCc2ccccc2)cc1 | -0.1 | 0 | 1 | i | 9 | 2.0 | 4 | 9 | -1 | -3
Cc1ccc(NC(=O)C(=O)NCc2ccc(/C=C(/C#N)C(=O)NCc3cccnc3)o2)cc1 | -0.5 | -3 | 12 | i | 3 | 2.4 | 0 | -16 | -3 | -9

This is a random part of the collection; 4.6% or so of the library scored in one or more.
